CHO-K1 Ca ag: M1 agonist counterscreen hit in parental CHO-K1 cells | Fluo-8 calcium fluorescence; scaled to maximal ATP response, vehicle zero | activation, % at 3 µM | 0.48% of 360,000 active; in the data active = activation above about 15%;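 note: untransfected CHO-K1 host cells lacking M1 receptor as counterscreen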
M4 antag: blocks acetylcholine activation of human M4 receptor. inhibition, % at 3 µM. CHO-hM4 cells, ACh EC80, Fluo-8 calcium fluorescence. 0.73% of 360,000 active;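 active = inhibition above its plate's cutoff, the mean inhibition of sample wells plus 3 SD, cut at about 27% in these data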;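 note: 0% = acetylcholine EC80 with DMSO and 100% = DMSO without agonist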
Target sequence (P08173 whole entry, looked up): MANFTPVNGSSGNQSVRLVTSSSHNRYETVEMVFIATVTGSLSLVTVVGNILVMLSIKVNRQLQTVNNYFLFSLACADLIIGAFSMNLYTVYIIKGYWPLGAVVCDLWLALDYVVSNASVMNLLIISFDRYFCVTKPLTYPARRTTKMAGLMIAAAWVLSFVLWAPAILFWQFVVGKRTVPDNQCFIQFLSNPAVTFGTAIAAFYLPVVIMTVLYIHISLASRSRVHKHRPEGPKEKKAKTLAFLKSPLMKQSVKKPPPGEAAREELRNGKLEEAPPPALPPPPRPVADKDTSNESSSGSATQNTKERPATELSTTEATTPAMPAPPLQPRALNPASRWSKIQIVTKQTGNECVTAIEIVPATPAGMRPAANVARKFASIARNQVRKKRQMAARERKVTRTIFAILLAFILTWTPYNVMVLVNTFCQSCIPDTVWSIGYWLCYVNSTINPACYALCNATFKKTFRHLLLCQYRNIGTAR
CHRM5 PAM: positive allosteric modulators of human muscarinic M5 receptor; CHO-K1 hM5, Fluo-8 calcium, ACh EC20 PAM; 0% = ACh EC20, 100% = ACh EC100; 0.3% of 360,000 active; P08912; activation, % at 3 µM;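 active = activation above the run cutoff, the mean activation of all test compounds plus 3 SD, cut at about 18% in these data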
Target sequence (P08912 whole entry, looked up): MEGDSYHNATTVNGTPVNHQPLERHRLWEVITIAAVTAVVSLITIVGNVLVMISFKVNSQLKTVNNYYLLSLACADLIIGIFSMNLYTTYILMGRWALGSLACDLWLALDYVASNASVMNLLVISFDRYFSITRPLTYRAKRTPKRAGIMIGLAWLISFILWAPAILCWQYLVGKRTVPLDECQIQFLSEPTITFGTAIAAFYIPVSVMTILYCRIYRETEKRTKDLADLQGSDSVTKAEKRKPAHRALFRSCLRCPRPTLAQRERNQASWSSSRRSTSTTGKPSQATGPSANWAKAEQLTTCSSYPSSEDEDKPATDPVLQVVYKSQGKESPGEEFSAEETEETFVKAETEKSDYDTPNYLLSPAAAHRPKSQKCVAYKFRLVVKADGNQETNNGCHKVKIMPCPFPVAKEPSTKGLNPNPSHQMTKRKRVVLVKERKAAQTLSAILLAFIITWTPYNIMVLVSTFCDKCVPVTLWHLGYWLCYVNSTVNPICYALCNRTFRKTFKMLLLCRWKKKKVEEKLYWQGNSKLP
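System – CHO-K1 hM5 cells · Compound – 3 µM, single dose · Incubation – compound preincubation 140 s before EC20 acetylcholine addition · Technique – Fluo-8 calcium fluorescence · Measure – Max/basal fluorescence ratio as % of EC20–EC100 ACh window · Benchmarks – low control EC20 acetylcholine (0%), high control EC100 acetylcholine (100%) · Replication – singlicate, one well per test compound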
CHRM4 agonist: agonists of human muscarinic M4 receptor (CHRM4); P08173; CHO-K1 hM4/Gqi5, Fluo-8 calcium fluorescence; vehicle 0%, full acetylcholine response 100%; activation, % at 3 µM; 0.14% of 360,000 active; AID 624127;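 active = activation above the run mean over all test wells plus 3 SD, cut at about 32% in these data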;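 note: peak over basal fluorescence ratio per well then scaled between controls; 0% = DMSO wells and 100% = acetylcholine at EC100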
CHRM4 PAM: positive allosteric modulators of human muscarinic M4 receptor. P08173. 0.4% of 360,000 active. CHO-K1 hM4/Gqi5, Fluo-8 calcium fluorescence, ACh EC20; 0% = ACh EC20, 100% = maximal ACh. activation, % at 3 µM;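 active = activation above its plate's cutoff, the mean activation of sample wells plus 3 SD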; note: some results filed as inactive read as strong as hits
M5 ag: agonists of human muscarinic M5 receptor (CHRM5) | CHO-K1 hM5 cells, Fluo-8 calcium fluorescence; 0% DMSO wells, 100% maximal acetylcholine response | activation, % at 3 µM | P08912 | 0.19% of 360,000 active | AID 624037;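 active = activation above the run's mean over test compounds plus 3 SD, cut at about 23% in these data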;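 note: signal is peak over basal fluorescence ratio across the kinetic read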
CHRM5 antagonist: antagonists of human muscarinic M5 receptor (CHRM5); P08912; CHO-hM5 cells, Fluo-8 calcium fluorescence, ACh EC80; inhibition, % at 3 µM; 0.59% of 360,000 active;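 active = inhibition above a per-plate cutoff, the mean of that plate's test compounds plus 3 SD, cut at about 27% in these data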;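 note: 0% = acetylcholine EC80 with DMSO and 100% = DMSO without agonist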
CHO-K1 Ca antag: nonselective inhibitor or artifact in parental CHO-K1 cells; inhibition, % at 3 µM; AID 602250; ATP-induced calcium, Fluo-8 fluorescence; 0.6% of 360,000 active;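 active = inhibition above a per-plate cutoff, the plate's mean sample inhibition plus 3 SD, cut at about 24% in these data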;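 note: 0% = DMSO plus EC80 ATP and 100% = DMSO alone without ATP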
CHO-K1 Ca PAM: M1 PAM counterscreen hit in parental CHO-K1 cells | ATP EC20, Fluo-8 calcium fluorescence; 0% at ATP EC20, 100% at ATP max | 0.02% of 360,000 active | activation, % at 3 µM;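 active = activation above the run cutoff, the mean activation of all test compounds plus 3 SD, cut at about 40% in these data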;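 note: peak over basal fluorescence ratio in a 140 s read after ATP addition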
Numbers without * were called inactive.

no. | compound | CHO-K1 Ca ag | M4 antag | CHRM5 PAM | CHRM4 agonist | CHRM4 PAM | M5 ag | CHRM5 antagonist | CHO-K1 Ca antag | CHO-K1 Ca PAM
1 | CCCCCc1ccc(-c2ccc(C(=O)O)cc2)nc1 | 0.3 | 5 | 0 | 1 | 7 | 2 | -4 | -12 | 18
2 | CCOC(=O)C1CCCN(CCC(=O)Nc2cccc(Cl)c2C)C1 (stereo unspecified) | 1.0 | 11 | -4 | 1 | -7 | -17 | 3 | -6 | 5
3 | CN(C)C(=S)NC(=O)C12CC3CC(C)(CC(C)(C3)C1)C2 | 0.7 | -1 | 7 | 1 | 8 | -2 | 2 | -18 | 23
4 | OCCN1CCN(c2ncnc3c2ncn3[C@H]2CN(Cc3ccco3)C[C@@H](CO)O2)CC1 | 0.9 | -8 | -3 | 0 | 3 | 0 | 0 | -6 | 6
5 | O=C(Nc1ncn[nH]1)c1cc(S(=O)(=O)Nc2ccc(Cl)cc2)ccc1Cl | -0.3 | -10 | 1 | 0 | 8 | 1 | 0 | -5 | 18
6 | COc1ccc(-c2nn(-c3ccccc3)cc2C(=O)Nc2nccs2)cc1 | 4.5 | 12 | -15 | 10 | -11 | -6 | 12 | 2 | 16
7 | CN1C(=O)N(C)C2(c3ccccc3)NNC(N)=NC12c1ccccc1 (stereo unspecified) | 0.2 | 5 | -3 | 1 | -4 | 0 | 11 | -1 | -12
8 | Cc1ccccc1N1CN(Cc2ccco2)CNC1=S | 0.3 | 2 | 0 | 1 | -3 | 0 | 0 | 10 | -9
9 | COc1cc2c(cc1OC)CN(c1ccc3ccccc3n1)CC2 | 2.4 | -9 | -6 | 5 | 0 | -3 | 6 | -13 | 12
10 | CCOC(=O)c1ccccc1NC(=O)Nc1ccc(OC)c(OC)c1 | 0.5 | -6 | 1 | 0 | 10 | 2 | -4 | -34 | 18
11 | CCCC(=O)Nc1nc2c(OC)ccc(OC)c2s1 | -0.3 | 1 | -11 | 1 | -1 | 1 | 3 | 7 | -4
12 | C/C=C/C(=O)Nc1cccc(C2=NOC3(C2)C[C@@H](C(N)=O)N(C(=O)/C(C)=C/C)C3)c1 (stereo partly specified) | 0.3 | 0 | 6 | 1 | 1 | 4 | 1 | 1 | -9
13 | Cc1ccc2cc(/C=N/NC(=O)CN3CCCCC3)c(Cl)nc2c1 | 0.1 | -1 | -4 | 1 | 2 | -2 | 4 | -2 | 12
14 | CC(C)C(NC(=O)C(NC(=O)C1O[C@@H]2OC(C)(C)O[C@@H]2[C@H]2OC(C)(C)O[C@@H]12)C(C)C)C(=O)O (stereo partly specified) | 0.3 | 1 | 3 | 1 | -2 | 0 | -14 | 0 | 13
15 | COc1ccc(Cl)cc1NC(=O)c1nnn(CC(=O)Nc2cc(C)cc(C)c2)c1N | 1.3 | 6 | 1 | 2 | -5 | -3 | 1 | -15 | 16
16 | O=C(Nc1cccc(NC(=O)c2cccs2)c1)c1ccc(Br)o1 | 4.5 | -5 | -10 | 11 | -4 | 0 | 11 | -11 | 5
17 | CC(NC(=O)CSc1ncn[nH]1)c1ccc(Cl)cc1Cl (stereo unspecified) | 1.2 | -12 | -6 | 0 | 5 | -4 | -2 | -14 | -21
18 | CCn1c(CN2CCCCCC2=O)nnc1SCc1cnc(-c2ccccc2)s1 | 1.6 | -10 | -8 | 5 | -9 | -2 | -1 | -11 | 8
19 | COc1ccc(CNC(=O)[C@@H]2CCCN2C(=O)[C@@H]2Cc3ccccc3CN2C(=O)OC(C)(C)C)cc1 | -0.2 | 0 | 5 | 1 | 5 | -4 | -5 | -9 | 17
20 | COCCN1C[C@@H](CO)O[C@@H](n2cnc3c(N(C)C)ncnc32)C1 | 0.4 | -2 | 1 | 1 | 13 | 0 | 4 | 9 | -9
21 | COc1ccc(OCCSc2nc3ccccc3c(=O)[nH]2)cc1 | 1.4 | -5 | 0 | 1 | -4 | 0 | 2 | -19 | 2
22 | COc1ccc(-c2nn(-c3ccccc3)cc2C(=O)N2CCN(S(=O)(=O)c3cccc(F)c3)CC2)cc1 | 1.1 | -2 | 0 | 2 | 6 | -4 | 1 | -6 | 8
23 | C#CCOCCOCCOCCNc1nc(N2CCN(C(=O)C([C@@H](C)CC)n3cc(C(N)Cc4ccc(O)cc4)nn3)CC2)nc(N2CCN(C(=O)[C@H](CCC(=O)O)n3cc(C(N)[C@H](C)CC)nn3)CC2)n1 (stereo partly specified) | 2.3 | -9 | 1 | 1 | 8 | 3 | 11 | -8 | 10
24 | O=C(Nc1ccc2c(c1)OCCO2)c1cc2ccccc2o1 | 0.5 | 0 | 12 | 2 | -3 | -5 | -6 | 10 | -8
25 | Cc1ccc(C(C)C)c(OCc2nn(CC(=O)c3ccc(Cl)cc3)c3[n+]2CCCCC3)c1 | 0.1 | 6 | -2 | 0 | -9 | -18 | 12 | 2 | 4
26 | Cc1ccc(S(=O)(=O)N2CC3(O)CN(C(=O)OC(C)C)N(C(=O)OC(C)C)CC3(OC(=O)NCc3ccccc3)C2)cc1 (stereo unspecified) | 3.4 | 2 | -7 | 15 | -13 | 3 | 4 | 3 | 8
27 | CSc1ccc(S(=O)(=O)NCC(=O)OCC(=O)N(C)Cc2ccccc2)cc1[N+](=O)[O-] | 0.7 | 9 | -3 | 3 | -7 | 1 | 9 | 3 | -29
28 | COCC(=O)N(C)C[C@H]1Oc2cc(Br)ccc2S(=O)(=O)N([C@H](C)CO)C[C@H]1C | 0.1 | -11 | -2 | 0 | 6 | -1 | 4 | 0 | -3
29 | Oc1ccc2ccccc2c1C=Nc1ccc(Cl)cn1 | -0.5 | 13 | 0 | 0 | -13 | 1 | 1 | 24 | -16
30 | COc1ccccc1NC(=O)Nc1nnc([C@H]2C[C@H](O)[C@@H](CO)O2)s1 | 0.2 | 0 | 3 | 0 | -4 | -1 | -5 | 4 | 6
31 | CCC(=O)N1CCCC(C)(C(=O)Nc2nccc3ccccc23)C1 (stereo unspecified) | 0.5 | -6 | -5 | 1 | 4 | 1 | 7 | -12 | 9
32 | O=C(NNc1cccc(Cl)c1)c1cccnc1Cl | 0.8 | 0 | 0 | 1 | 2 | -2 | 3 | 0 | 13
33 | O=C(OCC(=O)c1ccc[nH]1)c1ccc(C(F)(F)F)cc1 | 2.1 | -9 | 4 | 3 | 4 | -4 | 9 | -14 | 17
34 | COc1cc(OC)c(C2N(c3ccc(Cl)c(Cl)c3)C(=O)C3CCCN32)cc1OC (stereo unspecified) | 1.3 | 12 | 0 | 4 | -1 | -2 | -3 | -5 | 18
35 | Cc1cccc(NC(c2ccc(C)s2)c2ccc3ccc(C)nc3c2O)n1 (stereo unspecified) | 1.6 | 3 | 2 | 2 | 3 | -2 | 1 | -11 | 25
36 | CCOCCCN(C(=O)c1ccco1)C(C(=O)NC1CCCC1)c1ccc(OC)cc1 (stereo unspecified) | 1.0 | 0 | 1 | 0 | 2 | -4 | 13 | -14 | -6
37 | CNC(=O)NC(=S)NC(=O)c1ccc(OC)cc1 | 0.0 | 3 | 3 | 1 | -1 | 0 | -7 | -9 | 11
38 | CN(CCC1CCCCO1)C(=O)CCc1nnc(Cc2c[nH]c3ccccc23)o1 (stereo unspecified) | 1.2 | -8 | -5 | 2 | 8 | 0 | 2 | -1 | 4
39 | CCN1C[C@@H]2[C@@H]3C(=O)N(Cc4ccccc4)C(=O)[C@@H]3[C@](CC)(C(=O)OC)N2C1=NCc1ccccc1 | 0.7 | 3 | -5 | 1 | 2 | -1 | 10 | 1 | 2
40 | Cc1cc(C)nc(N(C#N)CC(=O)c2ccccc2)n1 | 0.1 | -4 | -1 | 0 | 8 | 1 | 0 | -6 | 25
41 | CCN(CC)CC(O)Cn1c(C)c(-c2ccccc2)c2cc([N+](=O)[O-])ccc21 (stereo unspecified) | 4.5 | -2 | -4 | 8 | -1 | 1 | 3 | -6 | 21
42 | Cc1c(NC(=O)CSc2nnc(-c3ccco3)n2-c2ccccc2)c(=O)n(-c2ccccc2)n1C | 0.3 | -2 | -2 | 1 | 13 | -2 | -5 | -2 | 11
43 | O=S(=O)(NCCN1CCCC1)c1ccc(Br)cc1 | 1.1 | 11 | 5 | 0 | -3 | -12 | 1 | -5 | 24
44 | O=c1cc(CN2CCc3ccccc32)nc2sccn12 | 0.3 | -5 | -5 | 1 | 2 | -2 | -3 | -6 | 14
45 | O=C1C(Nc2ccccc2)=C(NS(=O)(=O)c2ccccc2)C(=O)c2ccccc21 | -0.1 | 4 | -4 | 0 | 3 | -2 | 8 | -18 | 21
46 | N#C/C(=N\Nc1ccc(Cl)cc1)C(=N)N1CCCCC1 | 3.3 | -5 | -6 | 6 | -4 | 3 | 2 | -8 | 7
47 | Cn1cnnc1Sc1ccc(C(=O)OCC(=O)Nc2cc(Cl)cc(Cl)c2)cc1[N+](=O)[O-] | -0.5 | 0 | 4 | 2 | 14 | -2 | -5 | 8 | 13
48 | CCc1noc(C)c1C(=O)Nc1nc(-c2ccccc2)c(C(C)=O)s1 | 1.8 | -6 | 6 | 5 | 5 | -3 | 3 | -9 | 6
49 | S=c1[nH]c2cc(Br)cnc2[nH]1 | 0.8 | 4 | -3 | 4 | -18 | 3 | 8 | 26* | -12

Reprinted at random: three records from the list
no. | compound | CHO-K1 Ca ag | M4 antag | CHRM5 PAM | CHRM4 agonist | CHRM4 PAM | M5 ag | CHRM5 antagonist | CHO-K1 Ca antag | CHO-K1 Ca PAM
48 | CCc1noc(C)c1C(=O)Nc1nc(-c2ccccc2)c(C(C)=O)s1 | 1.8 | -6 | 6 | 5 | 5 | -3 | 3 | -9 | 6
47 | Cn1cnnc1Sc1ccc(C(=O)OCC(=O)Nc2cc(Cl)cc(Cl)c2)cc1[N+](=O)[O-] | -0.5 | 0 | 4 | 2 | 14 | -2 | -5 | 8 | 13
46 | N#C/C(=N\Nc1ccc(Cl)cc1)C(=N)N1CCCCC1 | 3.3 | -5 | -6 | 6 | -4 | 3 | 2 | -8 | 7

One compound at a time, from the list above. Order of values: CHO-K1 Ca ag | M4 antag | CHRM5 PAM | CHRM4 agonist | CHRM4 PAM | M5 ag | CHRM5 antagonist | CHO-K1 Ca antag | CHO-K1 Ca PAM
Shown for N#C/C(=N\Nc1ccc(Cl)cc1)C(=N)N1CCCCC1 : 3.3 | -5 | -6 | 6 | -4 | 3 | 2 | -8 | 7
Shown for S=c1[nH]c2cc(Br)cnc2[nH]1 : 0.8 | 4 | -3 | 4 | -18 | 3 | 8 | 26* | -12
Shown for Cn1cnnc1Sc1ccc(C(=O)OCC(=O)Nc2cc(Cl)cc(Cl)c2)cc1[N+](=O)[O-] : -0.5 | 0 | 4 | 2 | 14 | -2 | -5 | 8 | 13

Source: PubChem BioAssay (The Scripps Research Institute Molecular Screening Center)
